Screening results from PubChem.
IDE act: human IDE activators in live cells, primary screen, fluorescence polarization, HEK cells, FAbeta-B substrate; Insulin-degrading enzyme (Homo sapiens), P14735; FAbeta-B cleavage; 0% vehicle, 100% cell-free pure enzyme wells; activation, % at 5.96 µM; actives 0.073% (n = 340,000);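 active = activation above the mean of all tested compounds plus 3 SD, set per screening campaign, cut at about 17% in these data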
Target sequence (P14735 whole entry, looked up): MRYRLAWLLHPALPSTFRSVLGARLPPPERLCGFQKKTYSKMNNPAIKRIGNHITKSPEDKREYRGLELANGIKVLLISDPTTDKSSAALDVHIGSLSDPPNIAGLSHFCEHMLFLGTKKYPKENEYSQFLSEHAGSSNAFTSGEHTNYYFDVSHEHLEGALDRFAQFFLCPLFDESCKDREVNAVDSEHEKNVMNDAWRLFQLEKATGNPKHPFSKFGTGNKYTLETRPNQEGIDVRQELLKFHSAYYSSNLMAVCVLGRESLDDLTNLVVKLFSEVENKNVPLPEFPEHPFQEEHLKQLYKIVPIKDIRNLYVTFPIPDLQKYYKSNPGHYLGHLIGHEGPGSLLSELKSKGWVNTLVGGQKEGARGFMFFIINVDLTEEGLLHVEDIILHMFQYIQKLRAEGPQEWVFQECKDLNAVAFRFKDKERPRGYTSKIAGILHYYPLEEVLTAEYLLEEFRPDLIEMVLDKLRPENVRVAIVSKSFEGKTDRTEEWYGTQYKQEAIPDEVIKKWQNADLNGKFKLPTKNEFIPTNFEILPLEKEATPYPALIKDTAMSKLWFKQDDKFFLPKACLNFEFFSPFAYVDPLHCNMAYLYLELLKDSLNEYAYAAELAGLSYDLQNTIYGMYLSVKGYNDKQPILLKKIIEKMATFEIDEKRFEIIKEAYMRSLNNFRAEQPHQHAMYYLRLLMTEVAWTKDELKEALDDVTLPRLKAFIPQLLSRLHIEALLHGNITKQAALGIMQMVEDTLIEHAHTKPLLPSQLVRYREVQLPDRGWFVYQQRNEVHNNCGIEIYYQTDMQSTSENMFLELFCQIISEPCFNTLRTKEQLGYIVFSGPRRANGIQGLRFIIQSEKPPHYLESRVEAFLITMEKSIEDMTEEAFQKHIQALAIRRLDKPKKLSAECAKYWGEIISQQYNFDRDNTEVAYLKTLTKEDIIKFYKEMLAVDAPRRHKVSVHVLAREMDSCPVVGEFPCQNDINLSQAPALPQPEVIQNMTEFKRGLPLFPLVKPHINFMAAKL
* = called active by the depositor.

SMILES	IDE act
OC1CCCCC1	0
O=C(CN1CSCC1=O)N1CCN(S(=O)(=O)c2cc(C(F)(F)F)ccc2Cl)CC1	-1
COc1ccc(CCN(C)C(=O)COc2ccc(C(=O)c3ccccc3)cc2)cc1OC	0
COc1ccc(OC)c(/C=C/C(=O)N2CCN(S(=O)(=O)c3cc(C)ccc3C)CC2)c1	-4
O=C(COc1ccc(F)cc1Cl)Nc1cccc(S(=O)(=O)N2CCCCCC2)c1	2
CC(=O)Nc1ccc(S(=O)(=O)N(C)CC(=O)NNc2c(F)c(F)cc(F)c2F)cc1	2
CCCCN(C(=O)c1ccc(S(=O)(=O)N2CCC(C)CC2)cc1)C1CCS(=O)(=O)C1 (configuration not stated)	0
O=c1c2ccccc2oc2ccc(-c3ccc4cc[nH]c4c3)cc12	-2
COc1ccccc1NS(=O)(=O)c1cc(NC(=O)C(C)(C)C)ccc1N1CCOCC1	-1
COC(=O)c1c(NC(=O)CN(C)CC(=O)Nc2ccc(C)cc2)sc2c1CCC(C)C2 (configuration not stated)	1
COc1ccc(NC(=O)CC(C)c2ccccc2)cc1S(=O)(=O)N1CCOCC1 (configuration not stated)	7
CCOc1ccc(OCCCC(=O)N(C)CC(=O)Nc2ccc(N3CCOCC3)cc2)cc1	4
Cc1cc(C(=O)CCC(=O)NCC2COc3ccccc3O2)c(C)s1 (configuration not stated)	2
CCN(CC)C(=O)[C@H]1CC(CC(=O)NCCc2ccccn2)C(=O)N2CCc3c([nH]c4ccccc34)[C@]12C (some centres not stated)	0
CCOC(=O)C1CCCN(C(=O)CN2C(=O)c3ccccc3S2(=O)=O)C1 (configuration not stated)	3
Nc1c(C(=O)Nc2ccc3c(c2)OCCO3)nnn1Cc1ccc(Br)cc1	3
N#Cc1ccc(OCC(=O)OCC(=O)Nc2sccc2C(N)=O)cc1	3
COc1cc(CNC(=O)CCCCCCC(C)C)ccc1O	5
CCCCOc1ccc(C(=O)NCC(=O)N(C)Cc2nc3ccccc3c(=O)[nH]2)cc1	0
Cc1ccc(OCC(=O)NNC(=O)C2CC(=O)N(c3ccc4c(c3)OCCO4)C2)cc1 (configuration not stated)	0
O=C1C=Cc2cccc3ccc(O)c1c23	0
Cc1ccc(C)c(N2N=C(C(=O)Nc3cccnc3)CCC2=O)c1	0
O=C1c2ccccc2S(=O)(=O)N1CCCN1C(=O)c2ccccc2S1(=O)=O	3
COc1ccc(S(=O)(=O)NCc2cccnc2)cc1NC(=O)c1ccc(C)cc1	7
O=C(c1ccc2c(=O)n3c(nc2c1)CCC3)N1CCN(S(=O)(=O)c2ccccc2Br)CC1	1
The list goes on.
SMILES	IDE act
Cc1sc(NC(=O)C2=COCCO2)nc1-c1ccc(Br)cc1	4
COc1ccc(-c2sc3cc4c(cc3c2-c2ccc3c(c2)OCCO3)OCO4)cc1	3
CCN(Cc1ccccc1)c1ccccc1	3
COc1ccc(-c2c(C#Cc3ccsc3)c3cc(-c4ccc5c(c4)OCCO5)ccc3n2C)cc1	-1
Cc1ccc(S(=O)(=O)N(C)C)cc1NC(=O)c1ccc(-n2cncn2)c([N+](=O)[O-])c1	4
CSc1nc(N)nc2c1ncn2CC(=O)NCCCc1ccccc1	5
CS(=O)(=O)c1ccc(Cl)c(NC(=O)C2CC(=O)N(Cc3ccco3)C2)c1 (configuration not stated)	-3
COc1ccc2[nH]c3c(c2c1)CCN1C(=O)C(CC(=O)NCc2ccco2)C[C@H](C(=O)N2CCOCC2)[C@@]31CCC1CCCC1 (some centres not stated)	1
CN(CC(=O)Nc1ccc(F)cc1)C(=O)CN1C(=O)c2cccc([N+](=O)[O-])c2C1=O	5
O=C(NCC(=O)N1CCN(c2ccc(C(F)(F)F)cn2)CC1)c1ccc(Br)o1	-6
Nc1c(C(=O)OCC(=O)Nc2cccc([N+](=O)[O-])c2)[nH]c(=O)[nH]c1=O	0
COc1cccc(N2CC(NS(=O)(=O)c3ccc4ccccc4c3)CC2=O)c1 (configuration not stated)	1
CCOc1cc(N2CCOCC2)c(OCC)cc1NC(=O)COC(=O)C1CCCN1S(=O)(=O)c1ccccc1F (configuration not stated)	0
COc1ccccc1NS(=O)(=O)c1ccc(C)c(C(=O)NCCCN2CCCC2=O)c1	5
COc1cc(/C=C/C(=O)OCC(=O)N2CCCc3ccccc32)ccc1OCC#N	5
COc1ccc(C2(C)NC(=O)N(CC(=O)c3cc(C)n(C4CC4)c3C)C2=O)cc1 (configuration not stated)	2
CCc1cc(C(=O)N(CC)CC(=O)Nc2ccc(OC)cc2)sc1C	1
COc1ccc(-c2nn(-c3ccccc3)cc2CNC[C@H]2O[C@@H](n3cnc4c(N)ncnc43)[C@H](O)[C@@H]2O)cc1	2
CC1CN(C(=O)CCNS(=O)(=O)c2ccc(Br)cc2)CC(C)O1 (configuration not stated)	-2
CC(C)(C)C1CCC(=NNC(=O)C2COc3ccccc3O2)CC1 (configuration not stated)	5
Cc1ccc(NC(=O)COc2ccc(Br)cc2CO)cc1S(=O)(=O)N1CCOCC1	-8
CC1CCCCN1C(=O)COC(=O)c1cccc(NS(=O)(=O)c2ccccc2)c1 (configuration not stated)	0
CC(=O)Nc1ccc(S(=O)(=O)NCCC(=O)NC(C)c2cccs2)cc1 (configuration not stated)	1
CCN(CC(=O)NCc1cccs1)C(=O)c1ccc(S(=O)(=O)N(C)c2ccccc2)cc1	4
Cc1ccc(OCC(=O)N2CCN(S(=O)(=O)c3ccc4c(c3)OCCO4)CC2)c(C)c1	0

Given as labelled records: part of the list above
CCCCOc1ccc(C(=O)NCC(=O)N(C)Cc2nc3ccccc3c(=O)[nH]2)cc1
  IDE act: 0

COc1ccc(C2(C)NC(=O)N(CC(=O)c3cc(C)n(C4CC4)c3C)C2=O)cc1 (configuration not stated)
  IDE act: 2

CC(=O)Nc1ccc(S(=O)(=O)N(C)CC(=O)NNc2c(F)c(F)cc(F)c2F)cc1
  IDE act: 2

COc1ccc(CCN(C)C(=O)COc2ccc(C(=O)c3ccccc3)cc2)cc1OC
  IDE act: 0

Following part
SMILES	IDE act
CC(=NNc1ccc([N+](=O)[O-])cn1)c1ccccc1	7
CC(C)[C@@H](CO)N(C)S(=O)(=O)c1ccccc1Br	3
NS(=O)(=O)c1ccc(NC(=O)c2cccc3cc4ccccc4nc23)cc1	6
Cc1ccc(/C=N/NC(=O)C2COc3ccccc3O2)s1 (configuration not stated)	2
CCc1ccc(-c2ccc3nnc(SCC(=O)NCC4CCCO4)n3n2)cc1 (configuration not stated)	-2
O=C(Nc1ccccc1N1CCCC1)c1ccc(Cl)c(S(=O)(=O)N2CCOCC2)c1	6
O=C(COC(=O)c1cc(Cl)ccc1[N+](=O)[O-])NC1CC1	4
COc1ccc(C(CNC(=O)c2ccc(Br)o2)N2CCN(C)CC2)cc1 (configuration not stated)	-2
C[C@H](CO)N1C[C@H](C)[C@@H](CN(C)S(=O)(=O)c2cccs2)Oc2c(NC(=O)NC3CCCCC3)cccc2C1=O	1
O=C(Nc1ccc([N+](=O)[O-])cc1)NN1CCCCCC1	3
O=C(COC(=O)/C=C/c1ccc([N+](=O)[O-])cc1)Nc1ccc2[nH]c(=O)[nH]c2c1	-3
NC(=O)CSc1nnc(NC(=O)c2ccc3ccccc3c2)s1	2
CN(CC(=O)Nc1ccc(Cl)c(Cl)c1)C(=O)C1CCCC1	1
CN(Cc1ccccc1)C(=O)c1ccccc1C(=O)OCC(=O)N(Cc1ccccc1)C(C)(C)C	-5
Cc1cc(=O)[nH]c2nnc(SCC(=O)N3CC(C)OC(C)C3)n12 (configuration not stated)	-5
O=C(Cn1[nH]c(=O)c2ccccc2c1=O)NCCN1C(=O)S/C(=C\c2ccccc2)C1=O	-2
COc1cc(C2(c3ccc(O)c(OC)c3)C(=O)Nc3c(Br)cc(Br)cc32)ccc1O	2
O=C(COC(=O)c1cccnc1Cl)Nc1ccc(N2CCCCC2)cc1	4
COc1cc(OC)cc(C(=O)NC(C(=O)NNC(=O)CN(C)S(=O)(=O)c2ccc(C)cc2)C(C)C)c1 (configuration not stated)	1
O[C@@H](c1cc(C(F)(F)F)nc2c(C(F)(F)F)cccc12)[C@H]1CCCCN1	3
Cn1c(-c2ccc(C(F)(F)F)cc2)cc2onc(-c3ccccc3)c2c1=O	3
CC1CCCCN1C(=O)COC(=O)Cc1c[nH]c2ccccc12 (configuration not stated)	3
Cn1cncc1C#Cc1ccc2cc(CCO)oc(=O)c2c1	-1
COC(=O)C1=NNC(C(=O)OC)C1c1ccccc1 (configuration not stated)	2
Cc1cc(NC(=O)C(C)SCC(=O)OC(C)C(=O)Nc2ccc(F)cc2Cl)no1 (configuration not stated)	0

Looked up above.
IDE act with COc1ccc(CCN(C)C(=O)COc2ccc(C(=O)c3ccccc3)cc2)cc1OC → 0
IDE act with N#Cc1ccc(OCC(=O)OCC(=O)Nc2sccc2C(N)=O)cc1 → 3
IDE act with COc1cc(C2(c3ccc(O)c(OC)c3)C(=O)Nc3c(Br)cc(Br)cc32)ccc1O → 2
IDE act with CCOC(=O)C1CCCN(C(=O)CN2C(=O)c3ccccc3S2(=O)=O)C1 (configuration not stated) → 3
IDE act with COc1ccc(S(=O)(=O)NCc2cccnc2)cc1NC(=O)c1ccc(C)cc1 → 7
IDE act with CCOc1ccc(OCCCC(=O)N(C)CC(=O)Nc2ccc(N3CCOCC3)cc2)cc1 → 4

Other records.
SMILES	IDE act
CC(=O)Nc1ccc(C=NNc2ccc([N+](=O)[O-])cc2S(=O)(=O)Nc2ccccc2C(=O)O)cc1	5
CC(OC(=O)CNC(=O)C1CCCCC1)C(=O)NCc1ccccc1 (configuration not stated)	3
Cc1csc(NC(=O)C(C)Oc2ccc(Br)cc2)n1 (configuration not stated)	-1
O=C1C=C(c2cccc(Cl)c2)C[C@@H](c2ccc3c(c2)OCO3)C1	1
CC(C)c1ccc(S(=O)(=O)N2CCN(C(=O)C3CC3C)CC2)cc1 (configuration not stated)	2
CN1CCC(N(C)S(=O)(=O)c2ccc(NC(=O)COc3ccc(Cl)cc3)cc2)CC1	-2
O=C(OCC(=O)N1CCC(c2ccccc2)=N1)c1ccc(Cl)s1	4
CC(Sc1ncccn1)C(=O)N1CCc2ccccc21 (configuration not stated)	4
Nc1c(Cl)cc(C2=NCCn3nc4ccccc4c32)cc1Cl	-2
O=C(NNC(=O)c1ccccc1O)c1ccc(S(=O)(=O)Nc2ccccc2)cc1	0
CCCCn1c(N)c(N(CCOC)C(=O)c2cnccn2)c(=O)[nH]c1=O	3
Nc1nc(NC(=O)c2ccc(F)cc2)ns1	0
COc1ccc(CNC[C@H]2O[C@@H](n3cnc4c(N)ncnc43)[C@H](O)[C@@H]2O)cc1OC	0
CCOC(=O)C1(Cc2ccccc2C#N)CCCCC1=O (configuration not stated)	5
CN(CCc1ccccc1)C(=O)c1ccc(NC(=O)Cc2ccc(NC(=O)C3CCCN(C(=O)C4CCCCC4)C3)cc2)cc1 (configuration not stated)	6
Cc1ccc(S(=O)(=O)N(C)C)cc1NC(=O)c1cc(-c2ccncc2)nc2ccccc12	1
CC(C)N(C(=O)[C@H]1C[C@H](CC(=O)NCCc2ccccn2)C(=O)N2CCc3c([nH]c4cc(-c5ccco5)ccc34)[C@]12C)C(C)C	6
COc1cc(C(C)=O)ccc1OCc1cn(CC(=O)c2ccc(O)cc2)nn1	1
O=C1CCc2cc(S(=O)(=O)N3CCCCC3)cc3c2N1CC3	-1
COc1ccc(N(C)S(=O)(=O)c2cccc(C(=O)OCC(=O)N(C)c3ccccc3)c2)cc1	7
CCCN=C1N(CC)C[C@@H]2[C@@H]3C(=O)N(C)C(=O)[C@@H]3[C@](C)(C(=O)OC)N12	0
Cc1nc2ccccc2c(=O)n1-c1cccc(NC(=O)c2cccs2)c1	-9
Nc1nnc(SCC(=O)Nc2cccc(Cl)c2)s1	4
CN(C(=O)CSc1nc2ccc(Cl)cc2[nH]1)C1CCS(=O)(=O)C1 (configuration not stated)	0
Cc1cccc(NS(=O)(=O)c2ccc(C)c(C(=O)NCc3cccnc3)c2)c1	-1
Later entries.
SMILES	IDE act
COc1ccc(OCC(=O)OCC(=O)N2C(C)CCCC2C)cc1 (configuration not stated)	2
O=C1CCCC/C=C\C[C@H](CC(=O)N(CCO)Cc2ccccc2)C(=O)NC[C@H](c2ccccc2)O1	0
CC(C)(C)OC(=O)C[C@@H]1C/C=C\C[C@@H](CC(=O)NCCO)C(=O)N[C@H](Cc2c[nH]c3ccccc23)COC1=O	5
OC(c1ccccc1)(c1ccccc1)C1CCN(C(=S)Nc2ccc(F)cc2)CC1	4
Cc1cccc(OCCCC(=O)NNC(=O)CCN2CCN(c3ccccc3)CC2)c1	2
O=C1NC(c2ccccc2)Cc2ccncc21 (configuration not stated)	6
NC(N)=NN=C(c1ccc(F)cc1)c1ccc(C(F)(F)F)cc1	0
O=C(COC(=O)c1ccc(F)cc1F)NC(=O)Nc1ccc2c(c1)OCCO2	3
CC1CCN(S(=O)(=O)CCNC(=O)c2ccc3c(c2)OCO3)CC1	5
O=C1C2C3C=CC(C4CC34)C2C(=O)N1CCCCN1CCN(c2ccc(F)cc2)CC1 (configuration not stated)	2
COc1ccc(C)cc1NS(=O)(=O)c1ccccc1	4
O=C(c1ccc(NS(=O)(=O)/C=C/c2ccccc2)cc1)N1CCCCC1	1
COc1ccc(CNCCS(=O)(=O)NC2CCCC2)cc1	3
Cc1ccc(C)c(N2CCN(C(=O)CCc3nc(-c4ccccc4F)no3)CC2)c1	-2
O=S(=O)(O)c1ccc2c(c1)C(C(Cl)(Cl)Cl)OC(C(Cl)(Cl)Cl)O2 (configuration not stated)	7
CN(CC(=O)Nc1c(Cl)cccc1Cl)C(=O)CNC(=O)c1ccco1	2
CC(Oc1ccccc1F)c1nnc(SCC(=O)Nc2ccc(N3CCOCC3)cc2)o1 (configuration not stated)	3
O=C(Cn1cnc2c(NC(=O)OCc3ccccc3)ncnc21)NCc1ccccn1	1
Cc1c(NC(=O)c2ccc(NS(=O)(=O)c3ccc(F)c(F)c3)cc2)c(=O)n(-c2ccccc2)n1C	4

An excerpt from above in order of their number in IDE act, smallest number first:
SMILES	IDE act
CN(Cc1ccccc1)C(=O)c1ccccc1C(=O)OCC(=O)N(Cc1ccccc1)C(C)(C)C	-5
COc1ccc(OCC(=O)OCC(=O)N2C(C)CCCC2C)cc1 (configuration not stated)	2
COc1cc(/C=C/C(=O)OCC(=O)N2CCCc3ccccc32)ccc1OCC#N	5

Some of the compounds tested. The share of hits here may be higher or lower than overall.
